Source: PubChem
CCHFV vOTU inh: CCHFV vOTU protease inhibition | Pep-AMC fluorescence | inhibition, % at 11.5 µM | 370,000 tested, 0.55% active; in the data active means inhibition above about 30%; further: 0% = vehicle wells with enzyme and 100% = no enzyme wells
Vc quorum ag: quorum light induction in luxS cqsA deficient V. cholerae; AID 588436; V. cholerae BH1578 lux reporter, luminescence, 6 h; activation, % at 18.7 µM; 350,000 tested, 0.16% active; in the data active means activation mostly above about 9.7%, no sharp cut-off; inconclusive means no clear call, values can overlap the other calls; inactive means mostly below about 3.7%; further: not every result past the cut was called active; inactives centre near 0; reference of the scale not given here
PfHsp40 rescue: compounds rescuing yeast from Plasmodium falciparum HSP40 toxicity; S. cerevisiae expressing PfHsp40, growth rescue, ATP luminescence; growth rescue, % at 12.5 µM; 340,000 tested, 0.68% active; in the data active means growth rescue above about 28%, passing the limit was not always enough; inconclusive means no clear call, values can overlap the other calls;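 further: yeast W303a lacking pdr1 and pdr3 grown in galactose medium; growth measured after three days at 30 °C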
TcdB inh: TcdB glycohydrolase inhibition; P18177; TcdB glycohydrolase enzymatic assay, plate reader; inhibition, % at 9.99 µM; 350,000 tested, 0.24% active; AID 652162; in the data active means inhibition above about 10%
BoNT-A LC inh2: blocks Botulinum neurotoxin A light chain protease; multiplex microsphere protease substrate cleavage, flow cytometry; inhibition, % at 10 µM; 360,000 tested, 0.17% active; further: plate controls were buffer without enzyme for full effect and enzyme alone for no effect
PriA SSB inh: K. pneumoniae PriA-SSBct interaction inhibition; AlphaScreen SSBct-PriA binding, biotinylated peptide; 430,000 tested, 0.6% active; inhibition, % at 33 µM; in the data active means inhibition mostly above about 37%, no sharp cut-off; inactive means mostly below about 20%;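 further: plate controls were negative control peptide for no effect and reference peptide for full effect; strong numbers were not always called active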
Anthrax LF inh2: anthrax lethal factor protease inhibition; multiplex microsphere protease cleavage assay, LF; P15917; 360,000 tested, 0.12% active; inhibition, % at 10 µM; further: plate controls were buffer without enzyme for full effect and enzyme alone for no effect
Target sequence (P15917 whole entry, looked up): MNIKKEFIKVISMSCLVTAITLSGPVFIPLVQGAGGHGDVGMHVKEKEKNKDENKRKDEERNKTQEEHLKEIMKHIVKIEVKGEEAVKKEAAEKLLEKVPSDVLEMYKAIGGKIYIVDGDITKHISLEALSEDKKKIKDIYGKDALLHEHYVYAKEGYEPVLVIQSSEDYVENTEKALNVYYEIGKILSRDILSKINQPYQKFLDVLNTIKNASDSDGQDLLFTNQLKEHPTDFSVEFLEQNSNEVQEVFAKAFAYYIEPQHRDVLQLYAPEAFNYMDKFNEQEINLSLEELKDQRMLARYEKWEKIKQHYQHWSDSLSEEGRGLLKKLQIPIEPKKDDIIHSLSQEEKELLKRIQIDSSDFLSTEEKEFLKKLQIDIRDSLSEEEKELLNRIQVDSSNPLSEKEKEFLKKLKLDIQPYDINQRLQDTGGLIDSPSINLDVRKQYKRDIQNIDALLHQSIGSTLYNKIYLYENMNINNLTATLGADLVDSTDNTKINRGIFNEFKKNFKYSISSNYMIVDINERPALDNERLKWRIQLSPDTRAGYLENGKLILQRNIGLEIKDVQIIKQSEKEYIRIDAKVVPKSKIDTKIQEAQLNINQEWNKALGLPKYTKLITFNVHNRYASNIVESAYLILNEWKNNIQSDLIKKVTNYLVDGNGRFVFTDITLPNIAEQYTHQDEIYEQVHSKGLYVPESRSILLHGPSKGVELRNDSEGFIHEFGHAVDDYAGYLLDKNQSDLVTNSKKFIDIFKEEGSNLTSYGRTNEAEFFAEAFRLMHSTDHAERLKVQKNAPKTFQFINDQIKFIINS
SARS 3CLpro inh: SARS-CoV 3CLpro protease inhibition; recombinant SARS-CoV 3CLpro, quenched FRET peptide cleavage; inhibition, % at 6 µM; 290,000 tested, 0.14% active; AID 1706; in the data active means inhibition above about 12%
Yp Topo-I inh: Y. pestis Topo-I inhibition via cleavage products; AID 504884; 360,000 tested, 0.064% active; Y. pestis Topo-I cleavage product accumulation, plate reader; activity, % at 10 µM; in the data active means activity above about 50%, passing the limit was not always enough; inconclusive means no clear call, values can overlap the other calls; further: inactives centre near 2
DUSP3 inh: DUSP3 (human) phosphatase inhibition | P51452 | inhibition, % at 13.3 µM | recombinant VHR phosphatase, pNPP absorbance | AID 1654 | 290,000 tested, 0.52% active; in the data active means inhibition above about 50%; further: some compounds called inactive have numbers as strong as hits
Target sequence (P51452 whole entry, looked up): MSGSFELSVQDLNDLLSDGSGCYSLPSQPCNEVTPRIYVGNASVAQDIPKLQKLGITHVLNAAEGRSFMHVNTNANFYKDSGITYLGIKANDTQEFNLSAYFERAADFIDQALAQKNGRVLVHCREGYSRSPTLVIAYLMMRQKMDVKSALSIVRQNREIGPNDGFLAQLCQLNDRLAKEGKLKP
Numbers without * were called inactive; i = inactive; u = inconclusive; x = not tested or not shown; & = joins results of further samples. Unless noted, no stated cut-off is given here; in the data, active means inhibition above about 30%; inconclusive means no clear call, values can overlap the other calls; inactive means below that. Only part of the results is shown, so the mix of outcomes need not match the whole.

SMILES	CCHFV vOTU inh	Vc quorum ag	PfHsp40 rescue	TcdB inh	BoNT-A LC inh2	PriA SSB inh	Anthrax LF inh2	SARS 3CLpro inh	Yp Topo-I inh	DUSP3 inh
CC(C)(C)NC(=O)NC(=O)CSc1nnc2ccccn12	-6	i	-0.8	x	-1.0	-8	-2	-1	-7	7
NC(=O)NC(=O)CC1S/C(=N/N=C2/NC(=O)CS2)NC1=O (stereo not given)	-17	-0.7	-0.8	0.4	-0.1	x	-1	1	4	21
COc1ccc(S(=O)(=O)Cc2ccc(C(=O)NCCc3ccc(S(N)(=O)=O)cc3)o2)cc1	3	-0.3	-0.8	-5.8	-0.7	-7	-6	0	-6	29
Cc1cc(OCC(=O)N2CCOCC2)ccc1NC(=O)c1ccccc1C	3	0.4	-0.1	2.6	-0.6	-16	9	3	-1	18
CC(=O)Nc1ccc(NC(=O)c2ccc3sc([C@H]4C[C@H](O)[C@@H](CO)O4)nc3c2)cc1	-2	-0.3	x	0.7	-0.6	x	-8	x	1	x
Cc1cc(C)cc(NS(=O)(=O)c2ccc(-c3cnc(C4CC4)o3)cc2)c1	17	i	0.1	-1.9	-2.0	6	0	3	18	61
CNS(=O)(=O)c1cccc(C(=O)OCC(=O)c2c(N)n(C)c(=O)n(C)c2=O)c1	20	-4.3	0.1	0.9	-0.3	-10	5	-5	-2	-24
CC(=O)c1cccc(NC(=O)/C=C/c2ccc([N+](=O)[O-])s2)c1	5	x	-0.2	0.9	-0.8	16&1	1	3	-28	10
Cc1ccccc1CSCCNC(=O)c1ccc(N(C)S(=O)(=O)c2ccccc2)cc1	-12	-0.4	0.6	x	-0.2	-4	-4	5	-6	20
Cc1cc(OCC(=O)N(C)c2ccccc2)cc2c1C(=O)CC(C)(C)O2	1	-0.8	-1.2	0.8	u	-5	14	1	8	22
CCn1c(CNC(=O)c2ccccc2F)nnc1SCCOc1ccccc1	7	i	1.0	0.0	-0.5	-7	4	-1	14	8
Cc1ccc(S(=O)(=O)CCC(=O)OCC(=O)c2c(N)n(CC(C)C)c(=O)n(C)c2=O)cc1	2	1.7	-1.3	1.2	-1.2	-19	-1	2	9	22
CC(=O)c1sc(NC(=O)CN2C(=O)C3CC=CCC3C2=O)nc1-c1ccccc1 (stereo not given)	11	i	-1.3	1.9	0.8	2	-3	x	4	x
Cc1cc2ncn(C(=O)N3CCC(C)CC3)c2cc1C	0	i	-0.1	x	0.2	-11&-38	-3	1	13	8
O=C(Cc1ccccc1F)NCC1(N2CCOCC2)CCCCC1	-9	-0.6	-0.5	1.0	0.6	3	1	-2	6	14
Cc1cccc(N2CCN(C(=O)C3CCN(S(=O)(=O)N4CCOCC4)CC3)CC2)c1C	-4	-0.1	-0.7	2.3	-0.5	-17	-6	3	1	10
CC1=CC(C)(C)N2C(=O)C3(NCCc4c3[nH]c3ccccc43)c3cc(C)cc1c32 (stereo not given)	10	4.3	0.7	-0.6	-0.1	32	-10	-4	3	4
N#Cc1cc(Sc2ccccn2)c(Sc2ccccn2)cc1C#N	-5	-0.3	2.4	x	-3.2	-8	2	0	-5	25
Cn1cc(C(=O)N/N=C/C(Br)=C/c2ccccc2)ccc1=O	8	-0.3	-1.3	-0.1	-1.0	x	-1	6	7	7
COc1cc(C2Nc3ccc4ccccc4c3C3=C2C(=O)CC(C)(C)C3)ccc1OC(C)C(=O)O (stereo not given)	-186	-1.6	-1.6	-0.8	2.0	1	12	4	-5	6
Cc1ccccc1NC1=NC(=S)N(c2ccccc2)C12CCOC(C)(C)C2 (stereo not given)	17	-1.2	-1.6	x	0.3	-2	2	-1	9	23
Cc1cccc(NC(=S)N(Cc2cccs2)Cc2cc3cc(C)cc(C)c3[nH]c2=O)c1	5	0.1	-1.8	x	-0.6	-2	-1	3	-7	-2
COc1ccc(NC(=O)c2ccco2)c([N+](=O)[O-])c1	-18	-0.2	-0.1	x	1.5	31	9	0	1	10
CC1(c2ccccc2)NC(=O)N(CC(=O)Nc2cc(C(F)(F)F)ccc2N2CCCCC2)C1=O (stereo not given)	17	1.2	0.8	2.7	0.6	7	-2	x	16	x
Cc1cc(C)n2nc(-c3cnn(C)c3C(F)(F)F)c(Cl)c2n1	-4	x	-0.3	x	-0.6	-9	-5	0	-11	25
CCCCNc1c(-c2ccccn2)nc2nc(C)cc(C)n12	0	x	x	-8.5	0.2	x	-19	x	x	x
CC(C)(C)NC(=O)Cn1c(=O)oc2cc(S(=O)(=O)N3CCc4ccccc43)ccc21	0	-0.4	1.8	0.4	-1.0	-15	1	1	0	29
Cc1cc(NCc2ccco2)nc(N2CCC(C(=O)NC3CCCCC3)CC2)n1	-10	-0.2	2.7	0.0	-1.0	-5	-3	1	-11	3
CCCc1ccc2oc(C(=O)N(C)Cc3nccs3)c(C)c2c1	8	0.3	-0.2	1.2	-1.9	-25	1	2	38	6
Cc1ccc(-c2nc(CN(C)Cc3ccc4nccnc4c3)c(C)o2)s1	-3	i	-1.3	0.5	1.0	3	-4	4	18	28
N#Cc1ccccc1NC(=O)COC(=O)CSc1nc2ccccc2o1	4	i	0.0	x	-0.2	0	-3	0	2	-10
Cn1c(SCc2ccc(Br)cc2)nc2c(c1=O)SCC2	4	-0.2	1.8	0.8	0.1	4	5	6	u	19
O=C(CNC(=O)c1ccccc1F)Nc1ccc2c(c1)CCC2	-5	0.4	-0.8	0.0	-1.1	4	-6	x	0	x
COc1cccc(N(C(=O)c2snc(C(N)=O)c2N)C(C(=O)NCC2CCCO2)c2ccc3ncccc3c2)c1 (stereo not given)	-13	-0.3	-0.1	-1.2	-4.1	-14	-2	0	20	7
C=CCn1c(=O)[nH]c2nc3cc(N=CN(C)C)c(C)cc3nc2c1=O	-2	i	-1.8	0.4	-0.5	-3	-8	1	2	18
Cc1ccc(S(=O)(=O)/N=C2/C=C(C3C(=O)CC(C)(C)CC3=O)C(=O)c3ccccc32)cc1	108*	-0.3	2.4	x	x	x	x	-2	-1	-10
COP(=O)(OC)c1nc(-c2ccccc2)oc1NCc1ccccc1	-21	-4.1	-1.0	x	-0.2	18	-1	-2	21	12
CCN1CCN(c2nc(N)c([N+](=O)[O-])c(Nc3ccc(C)c(C)c3)n2)CC1	4	-0.5	0.9	1.4	-0.9	-3	-2	3	8	5
CSC1=NCCN1C(=O)c1c(-c2ccccc2Cl)noc1C	2	-0.2	-2.0	1.9	0.0	-12	-6	0	2	12
O=C(CSc1nnc(-c2ccncc2)n1Cc1ccco1)c1ccc(Cl)cc1	0	x	-0.4	0.1	1.0	-7	0	0	-2	-12

Reformatted with two lines to a compound: part of the list above
Fields – CCHFV vOTU inh, Vc quorum ag, PfHsp40 rescue, TcdB inh, BoNT-A LC inh2, PriA SSB inh, Anthrax LF inh2, SARS 3CLpro inh, Yp Topo-I inh, DUSP3 inh
C=CCn1c(=O)[nH]c2nc3cc(N=CN(C)C)c(C)cc3nc2c1=O
  -2, i, -1.8, 0.4, -0.5, -3, -8, 1, 2, 18
Cc1ccc(S(=O)(=O)/N=C2/C=C(C3C(=O)CC(C)(C)CC3=O)C(=O)c3ccccc32)cc1
  108*, -0.3, 2.4, x, x, x, x, -2, -1, -10
COP(=O)(OC)c1nc(-c2ccccc2)oc1NCc1ccccc1
  -21, -4.1, -1.0, x, -0.2, 18, -1, -2, 21, 12
CCN1CCN(c2nc(N)c([N+](=O)[O-])c(Nc3ccc(C)c(C)c3)n2)CC1
  4, -0.5, 0.9, 1.4, -0.9, -3, -2, 3, 8, 5

Following part:
SMILES	CCHFV vOTU inh	Vc quorum ag	PfHsp40 rescue	TcdB inh	BoNT-A LC inh2	PriA SSB inh	Anthrax LF inh2	SARS 3CLpro inh	Yp Topo-I inh	DUSP3 inh
CN1CCN(c2nc3ccccc3nc2C(C#N)C(=O)OC2CCCCC2)CC1 (stereo not given)	11	12	2.0	x	3.1	20	-6	-1	7	10
CC(=O)Nc1ccc(OC(=O)c2ccccc2N)cc1	-17	-12	0.5	x	-0.6	2	-3	1	5	17
COCCNC(=O)Cn1cc2c(n1)CCC(C)C2 (stereo not given)	-9	-0.2	-0.4	0.8	0.2	-6	-7	x	0	25
O=C(CCc1ccccc1)NC(=S)Nc1ccccc1[N+](=O)[O-]	1	-2.9	5.7	-0.6	1.8	39*	-1	4	9	14
Cc1cc(NC(=O)C(C)SCC(=O)Nc2cc(Cl)ccc2N2CCN(C)CC2)no1 (stereo not given)	-2	i	0.0	1.6	3.6	3	1	x	-16	x
COc1ccc(Br)cc1CNC(=O)C1CCN(S(=O)(=O)N2CCCCC2)CC1	-2	i	2.9	x	-0.8	-1	-4	4	-2	-7
O=C(CSc1nc2ccccc2o1)N/N=C/c1ccco1	-2	i	0.6	1.0	0.4	x	0	5	3	15
Cc1ccc(OCCCCN2CCCC(C)C2)c([N+](=O)[O-])c1 (stereo not given)	3	-0.5	0.7	1.3	-0.3	0	-2	0	6	15
Cn1c(-c2ccc(F)cc2)cnc1SCC(=O)N1CCCCC1	-2	i	0.3	x	-0.3	-1	-3	-1	-1	30
COC(=O)c1cc(Br)c(N)cc1OC	-16	3.1	-0.1	1.2	-0.8	-5	0	-2	-1	11
CCC(=O)N1CCN=C1SCc1cccc(F)c1	3	-13	-0.1	-1.4	0.8	-8	-3	-4	10	61
Cn1cnnc1SCC(=O)Nc1ccc2c(c1)CCC2	-12	-1.6	-0.2	0.8	0.4	5	11	-1	0	8
C=CCN(CC=C)S(=O)(=O)c1ccc2nsnc2c1	2	i	9.7	x	0.2	-6	-3	1	7	36
COc1ccccc1NC(=O)CCS(=O)(=O)c1ccc2c(c1)NC(=O)C(C)S2 (stereo not given)	x	-0.7	0.2	x	-0.9	6	0	-2	5	39
CCc1nc2ccc(C(=O)NCCN3CCNC3=O)cn2c1N(CC)CCOC	-4	i	x	2.0	-0.4	x	-2	x	5	x
CCC/C(=N\NC(=O)c1ccc(CSc2nncn2C)cc1)c1ccccc1	-11	-0.3	1.7	x	0.3	x	1	-2	0	8
COC(=O)c1ccc(NC(=O)COC(=O)c2cccc3c(=O)c(C)c(-c4ccccc4)oc23)cc1	9	-1.3	2.1	1.6	-0.2	8	-1	1	11	26
COc1ccc(C(C(=O)NC2CCCC2)N(CCN(C)C)C(=O)c2snc(C(N)=O)c2N)cc1 (stereo not given)	-2	-0.3	-1.2	x	-0.2	-2	-4	-5	-4	10
CCOc1cc(Br)cc(C(c2c(C(=O)O)[nH]c3ccccc23)c2c(C(=O)O)[nH]c3ccccc23)c1O	43*	-1.7	4.6	-0.5	-0.7	-10	0	7	-11	6
O=C1OCc2cc(NC(=O)C3CCCCC3)ccc21	1	i	1.0	-0.3	u	-7	0	0	-7	10
OC(C#CCN1CCCCCC1)(c1ccccc1)c1cccnc1 (stereo not given)	-8	-0.7	1.4	0.4	u	-1	0	4	7	8
[O-]c1n[n+](-c2ccc(Cl)cc2Cl)cc2ccccc12	15	i	-1.0	0.8	0.9	0	-8	-1	20	6
O=C(C1CCC(CNc2nc(=S)[nH]c3ccccc23)CC1)N1CCN(c2ccccn2)CC1 (stereo not given)	-8	i	-0.4	x	-1.5	-7	-2	4	7	40
Cc1ccc(NC(=O)/C(C#N)=C/c2ccc(Sc3nc(C)cc(C)n3)o2)cc1	-1	-0.3	-1.1	0.9	0.4	0	-3	-7	-3	-32
C=CCSc1nnc(-c2ccncc2)n1-c1ccc(OCC)cc1	-1	5.0	-1.4	x	0.8	-5	-2	1	0	-1
N=c1sccn1CC(=O)Nc1ccccc1Sc1ccccc1	-9	-0.3	0.3	0.5	-0.8	-19	-5	4	14	18
CCn1c(SCC(=O)N/N=C/c2c[nH]c3ccccc23)nnc1-c1ccc(C)cc1	-1	-0.6	-0.7	1.2	-0.3	x	0	-2	6	-5
O=C(CN1C(=O)c2cccc3cccc1c23)N1CCN(c2ccccc2)CC1	3	i	0.3	x	0.4	-13	5	2	1	10
